S1P4 antagonist: blocks the human S1P4 receptor. O95977. S1P4-expressing cells, antagonist mode, reporter read-out. inhibition, % at 4.98 µM. hit rate 0.26% among 220,000; in the data active = inhibition above about 29%;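 note: 0% = wells stimulated with agonist and 100% = vehicle wells without agonist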
Target sequence (O95977 whole entry, looked up): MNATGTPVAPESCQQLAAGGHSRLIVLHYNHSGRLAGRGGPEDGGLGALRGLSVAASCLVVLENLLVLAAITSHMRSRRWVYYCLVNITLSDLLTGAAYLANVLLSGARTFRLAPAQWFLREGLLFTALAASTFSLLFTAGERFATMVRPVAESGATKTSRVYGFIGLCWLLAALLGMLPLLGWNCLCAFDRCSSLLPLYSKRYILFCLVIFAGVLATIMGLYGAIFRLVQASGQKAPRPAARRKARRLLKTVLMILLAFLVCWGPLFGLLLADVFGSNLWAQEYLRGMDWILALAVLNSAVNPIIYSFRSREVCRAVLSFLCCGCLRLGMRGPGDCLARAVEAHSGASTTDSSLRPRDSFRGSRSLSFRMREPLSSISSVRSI
NPY-Y1 PAM-ag: potentiators or agonists of human neuropeptide Y receptor Y1. P25929. NPY-Y1 expressing cells, potentiator/agonist activation. activation, % at 3.6 µM. hit rate 0.37% among 220,000; in the data active = activation above about 33%, passing the limit was not always enough;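 note: cells stimulated with NPY at EC10 then isoproterenol at EC100; 0% = low agonist plus stimulus and 100% = saturating agonist plus stimulus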
PGE2 EP2 inh: inhibitors of human EP2 prostaglandin E2 receptor. AID 1422. C6 glioma cells expressing human EP2, cAMP TR-FRET; cells stimulated with saturating PGE2. inhibition, % at 25 µM. hit rate 0.52% among 260,000;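 active = percent inhibition above 40 after rounding to a whole number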;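 note: rat C6 glioma host cells with rolipram phosphodiesterase inhibitor present; the protocol text gives 20 µM as final concentration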
Target sequence (P43116 whole entry, looked up): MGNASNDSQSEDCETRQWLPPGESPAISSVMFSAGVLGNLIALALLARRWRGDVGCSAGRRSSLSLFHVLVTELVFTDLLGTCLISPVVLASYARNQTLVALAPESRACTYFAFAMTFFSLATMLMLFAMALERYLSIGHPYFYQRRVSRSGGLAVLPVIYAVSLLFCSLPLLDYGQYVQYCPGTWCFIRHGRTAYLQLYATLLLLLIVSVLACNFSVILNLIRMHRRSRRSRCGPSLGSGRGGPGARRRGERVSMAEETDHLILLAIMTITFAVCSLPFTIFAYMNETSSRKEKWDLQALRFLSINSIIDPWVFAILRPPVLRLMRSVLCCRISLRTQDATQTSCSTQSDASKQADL
NPY Y1 blocker: NPY-Y1 (human) receptor antagonism; HEK293-CNG Y1 cells, membrane potential fluorescence; NPY at EC95, then isoproterenol; inhibition, % at 3.6 µM; hit rate 1% among 200,000;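 active = inhibition above the campaign mean inhibition of all tested compounds plus 3 SD, cut at about 20% in these data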;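 note: 0% = DMSO wells given NPY plus isoproterenol and 100% = isoproterenol alone without NPY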
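Test system: HEK293 cells co-expressing NPY Y1 receptor and cyclic-nucleotide gated channel; Also added: NPY (25 nM), isoproterenol (1 µM), Ro 20-1724 (25 µM); Compound dosing: one concentration, 3.6 µM, in 0.4% DMSO; Timing: dye 3 h, compound 60 min room temperature, stimulation 45 min; Technique: Membrane-potential fluorescent dye readout.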
S1P4 agonist: human S1P4 receptor agonism. O95977. S1P4-expressing cell line, agonist reporter assay. activation, % at 4.98 µM. hit rate 0.35% among 220,000. AID 1509; in the data active = activation above about 11%;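 note: 0% = DMSO vehicle and 100% = reference agonist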
eIF4E 4G PPI: inhibitors of eIF4E and eIF4G interaction in translation initiation; P63073+Q04637; TR-FRET eIF4E-eIF4GI(517-606) binding, 2 h; inhibition, % at 21.7 µM; hit rate 0.37% among 220,000;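 active = inhibition above about 30%, limit read from the data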;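 note: 0% = full FRET control wells and 100% = background wells lacking eIF4GI fragment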
EP2 modulator: modulators of human EP2 prostaglandin E2 receptor | P43116 | EP2-expressing cells, cAMP HTRF FRET, PGE2 co-stimulation | induction, % at 25 µM | hit rate 0.83% among 260,000 | AID 940;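 active = compounds whose cAMP rise, as percent of the full-agonist control response, exceeds 60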;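 note: rat C6 glioma line stably carrying human EP2 under a CMV promoter; the protocol text gives 20 µM as final concentration; 100% = response of wells given 1 µM PGE2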
NPY-Y2 PAM-ag: potentiators or agonists of human neuropeptide Y receptor Y2; activation, % at 3.6 µM; AID 1359; cells expressing NPY-Y2, potentiator/agonist read-out; hit rate 0.45% among 220,000; in the data active = activation above about 27%;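 note: cells stimulated with NPY near EC25 plus isoproterenol at EC100; 0% = vehicle plus submaximal agonist and 100% = vehicle plus saturating agonist; some results beyond the cut were filed as inactive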
p97 inhibitor: human p97 ATPase inhibition. inhibition, % at 8 µM. recombinant p97 ATPase, Kinase-Glo ATP luminescence, 3 h. hit rate 0.42% among 220,000. P55072; in the data active = inhibition above about 15%;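 note: 0% = DMSO vehicle and 100% = wells lacking enzyme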
* = called active by the depositor; . = not tested or not shown; & = joins results of further samples; ! = not confirmed by another sample; [ ] = dose if it differs, or a comment. This is a subset; rates above refer to the full screens.

SMILES	S1P4 antagonist	NPY-Y1 PAM-ag	PGE2 EP2 inh	NPY Y1 blocker	S1P4 agonist	eIF4E 4G PPI	EP2 modulator	NPY-Y2 PAM-ag	p97 inhibitor
Cc1c(O)ccc(-c2[nH]ncc2-c2nc3ccccc3s2)c1O	-13	-17	15	3	0.7	6	-32	9	0
CC(NCc1cccn1C)c1ccccc1 (stereo unspecified)	-26	15	9	0	-1.2	5	39	-1	5
O=C(Nc1ccccc1)c1cc2ccccc2[nH]1	-6	-21	19	5	0.7	4	-66	2	-6
O=C(Nc1cccc(C(=O)O)c1)/C(=C\c1ccccc1)NC(=O)c1ccccc1Cl	-12	7	10	0	3.8	2	13	10	0
O=C(N1CCOCC1)N1CCN(c2ccc(F)cc2)CC1	-16	-1	16	-3	2.4	-1	14	-6	1
CCOc1ccc2ncc(S(=O)(=O)c3ccc(C)cc3)c(N3CCC4(CC3)OCCO4)c2c1	2	-23	11	7	-0.1	6	24	-5	0
CCN(CC)C(=O)C(=O)c1cn(CC(=O)N2CCc3ccccc3C2)c2ccccc12	20	2	8	14	-0.5	-4	-10	9	0
COc1ccc(N2CCN(C(=O)CSc3nnc(NC(=O)C4CCC4)s3)CC2)cc1	-20	0	4	0	0.1	2	-51	2	0
O=C(O)c1cc2nc3c(c(C(F)(F)F)n2n1)CCc1ccccc1-3	-10	-20	11	0	0.8	-9	-15	-23	0
CC(C)Sc1cc(N2CCOCC2)nc(-c2ccc(Cl)cc2)n1	4	-14	10	0	-0.2	0	82*	-13	-2
Cn1cc(C(=O)c2ccc(F)cc2)cc1-c1nc2ccccc2n1C	-7	-7	10&6	4	-1.4	-5	-35&-94	-2	-4
CCOC(=O)C1C(=O)C=C(c2ccc(NS(C)(=O)=O)cc2)CC1c1ccco1 (stereo unspecified)	-9	9	12	0	1.1	2	8	-12	-7
CC1(C)CC2CC(C)(CN2C(=O)COC(=O)c2n[nH]c(=O)c3ccccc23)C1 (stereo unspecified)	-6	-2	-7	-2	0.8	-13[fluorescence artefact?]	23	-1	-4
Cc1cc(NC(=O)C(=O)c2c(C)[nH]c3ccccc23)no1	-4	-2	7	1	1.1	1	-23	2	6
C/C(=C\C(=O)c1ccc(C)cc1)NCc1ccc(F)cc1	-12	-14	16	1	-0.3	.	.	-2	1
COc1ccc(C(C(=O)NC2CCCCC2)N(C(=O)Cc2c[nH]c3ccccc23)c2ccccc2)cc1OC (stereo unspecified)	2	6	5	-10	0.2	3	28	-1	15*
O=C(Nc1ccc2oc(-c3ccccc3F)nc2c1)c1ncn[nH]1	-4	16	.	-3	1.1	-11	-9	7	0
Cc1cc(C)n(-c2ccc(C(=O)Nc3cc(C(F)(F)F)ccc3N3CCOCC3)cc2)n1	-28	-14	18	-1	0.7	-1	34	4	1
CNC(=O)c1cc2c(=O)n3cc(C)ccc3nc2n(C(C)C)c1=N	1	10	14&11	4	5.2	13	73*!	6	2
COc1ccc([N+](=O)[O-])cc1N1C(=O)c2cccc3cccc(c23)C1=O	-20	4	10	-1	0.7	-1	39	10	5
Cc1cc(C)n(-c2ccccc2C#N)n1	-6	5	2	.	-0.8	1	-1	-5	-2
CN(Cc1ccccc1)S(=O)(=O)c1ccc(NC(=O)C2CCCO2)cc1 (stereo unspecified)	-11	-12	12	-1	1.3	5	-14	-14	-2
CCCCc1cc(=O)oc2cc(OCc3cc(OC)c(OC)c(OC)c3)c(Cl)cc12	-2	-3	10	7	0.7	-2	30	5	-2
CCN(CC)C(=O)C1CCN(S(=O)(=O)c2ccc3oc4ccccc4c3c2)CC1	-6	15	11	-14	-1.0	5	-24	8	-1
CC(NC(=O)/C=C/c1ccco1)c1nc2ccccc2n1Cc1c(Cl)cccc1Cl (stereo unspecified)	2	9	6	8	2.6	1	26	7	5

3 structures already listed, ordered by heavy-atom count, highest first:
SMILES	S1P4 antagonist	NPY-Y1 PAM-ag	PGE2 EP2 inh	NPY Y1 blocker	S1P4 agonist	eIF4E 4G PPI	EP2 modulator	NPY-Y2 PAM-ag	p97 inhibitor
CCN(CC)C(=O)C1CCN(S(=O)(=O)c2ccc3oc4ccccc4c3c2)CC1	-6	15	11	-14	-1.0	5	-24	8	-1
CN(Cc1ccccc1)S(=O)(=O)c1ccc(NC(=O)C2CCCO2)cc1 (stereo unspecified)	-11	-12	12	-1	1.3	5	-14	-14	-2
Cc1c(O)ccc(-c2[nH]ncc2-c2nc3ccccc3s2)c1O	-13	-17	15	3	0.7	6	-32	9	0

The main list resumes, starting two compounds before the break.
SMILES	S1P4 antagonist	NPY-Y1 PAM-ag	PGE2 EP2 inh	NPY Y1 blocker	S1P4 agonist	eIF4E 4G PPI	EP2 modulator	NPY-Y2 PAM-ag	p97 inhibitor
CCN(CC)C(=O)C1CCN(S(=O)(=O)c2ccc3oc4ccccc4c3c2)CC1	-6	15	11	-14	-1.0	5	-24	8	-1
CC(NC(=O)/C=C/c1ccco1)c1nc2ccccc2n1Cc1c(Cl)cccc1Cl (stereo unspecified)	2	9	6	8	2.6	1	26	7	5
COC(=O)c1nn(-c2ccccc2)ccc1=O	-2	0	13	8	-0.6	6	18	-2	-6
CCn1c(SCC(=O)NCC2CCCO2)nnc1-c1c[nH]c2ccccc12 (stereo unspecified)	24	-11	12	-5	-0.3	-3	14	10	6
Clc1ccc2nnnc(-c3ccccc3)c2c1	-10	-5	3	2	-0.1	16[fluorescence artefact?]	15	0	4
Cc1ccc(NC(=O)C2CCN(S(C)(=O)=O)CC2)cc1	-4	-4	5	2	0.1	-11	8	-3	1
Cc1nnc(NC(=O)CSc2nnnn2Cc2ccccc2)s1	-23	-34	12	5	-0.2	-1[fluorescence artefact?]	2	-2	2
Cc1ccc(-c2ccc(/C=C/C(=O)c3ccccc3)o2)cc1	-5	4	19	5	-0.1	-3	0	11	5
CC(C)NC(=O)NCCCCCCS(C)=O (stereo unspecified)	-8	-3	17	-3	0.2	2	18	4	-4
CCOC(=O)C1(Cc2cccc(OC)c2)CCN(Cc2ccc3c(c2)OCCO3)CC1	-3	-8	10	11	-1.1	1	-34	-22	-5
Cc1ccc(N/C(=N/S(=O)(=O)c2cccs2)c2ccccc2)c(C)c1	0	20	6	0	2.5	0	60	2	2
Cc1ccc2nsnc2c1NC(=O)COc1ccccc1F	-6	-1	11	2	2.2	2	-26	-10	0
CN(C1CCCCC1)S(=O)(=O)c1ccc(NC(=O)C2CCCCC2C(=O)O)cc1 (stereo unspecified)	-11	-39	11	7	0.9	-4	26	-1	6
CCOc1ccc(-c2nnc(SCC(=O)N(CC)CC)n2N)cc1	-2	12	6	-1	0.3	-1[fluorescence artefact?]	31	11	5
COc1cccc(N2CC(C(=O)Nc3nnc(SCC(=O)c4ccccc4)s3)CC2=O)c1 (stereo unspecified)	-2	-31	8	6	0.4	1	3	-16	-3
O=C(Cn1ccc2ccccc2c1=O)NCCC(=O)N1CCN(C2CCCCC2)CC1	1	-12	8	-3	0.8	-10	8	-2	0
Cc1cc(C(=O)NNc2cc(Cl)ccc2Cl)no1	1	14	21	.	0.4	0	-5	15	-6
COc1ccc(Cl)cc1NC(=O)CN(C)CC(=O)Nc1ccccc1-c1ccccc1	-15	-6	1	8	1.9	2	43	-14	0
O=c1[nH]cnc2c1cnn2Cc1ccccc1	-10	3	3	-3	-0.1	1	1	-7	-7
COc1ccc(CCNC(=O)Nc2ccc([N+](=O)[O-])cc2)cc1OC	-16	-11	18	-2	1.0	5	-43	7	2
COc1ccc(NC(=O)Cn2nc([N+](=O)[O-])c(Cl)c2C)cc1OC	-17	-1	2	.	0.2	-3	2	-8	6
CCOC(=O)c1c(Nc2ccc(Cl)cc2)sc(/C=C2\C=Nc3ccccc32)c1O	-12	-2	9	-2	-0.2	-25	-1	-6	1
Cc1c(O)nc2ccccn2c1=O	-2	9	14	.	-0.9	3	27	-1	5
N#Cc1c(N)nc(SCC(=O)NCCc2ccccc2)c(C#N)c1-c1cccs1	-5	7	.	-4	0.9	-5	-104	-7	1
O=C(NCCOc1ccccc1-c1ccccc1)c1ccco1	0	-4	4	4	-0.1	1	3	-2	-8
CN(C)c1ccc(CN(C(=O)COc2ccc(F)cc2)C2CCS(=O)(=O)C2)cc1 (stereo unspecified)	4	-3	6	6	0.3	-2[fluorescence artefact?]	25	2	-5
O=C(CSc1ccc(-c2ccco2)nn1)NCc1ccc2c(c1)OCO2	-4	2	9	3	1.5	1	2	8	4

The last 7 compounds of the section above lead into the next:
SMILES	S1P4 antagonist	NPY-Y1 PAM-ag	PGE2 EP2 inh	NPY Y1 blocker	S1P4 agonist	eIF4E 4G PPI	EP2 modulator	NPY-Y2 PAM-ag	p97 inhibitor
COc1ccc(NC(=O)Cn2nc([N+](=O)[O-])c(Cl)c2C)cc1OC	-17	-1	2	.	0.2	-3	2	-8	6
CCOC(=O)c1c(Nc2ccc(Cl)cc2)sc(/C=C2\C=Nc3ccccc32)c1O	-12	-2	9	-2	-0.2	-25	-1	-6	1
Cc1c(O)nc2ccccn2c1=O	-2	9	14	.	-0.9	3	27	-1	5
N#Cc1c(N)nc(SCC(=O)NCCc2ccccc2)c(C#N)c1-c1cccs1	-5	7	.	-4	0.9	-5	-104	-7	1
O=C(NCCOc1ccccc1-c1ccccc1)c1ccco1	0	-4	4	4	-0.1	1	3	-2	-8
CN(C)c1ccc(CN(C(=O)COc2ccc(F)cc2)C2CCS(=O)(=O)C2)cc1 (stereo unspecified)	4	-3	6	6	0.3	-2[fluorescence artefact?]	25	2	-5
O=C(CSc1ccc(-c2ccco2)nn1)NCc1ccc2c(c1)OCO2	-4	2	9	3	1.5	1	2	8	4
Cc1n[nH]c(=O)nc1N/N=C/c1ccc(O)c([N+](=O)[O-])c1	-20	-8	4	1	4.0	-7	25	3	0
Cc1cc(C(=O)COc2ccc3ccc(=O)oc3c2)c(C)n1C	-1	3	6	3	0.9	1	-6	4	5
Cn1nnnc1SCC(=O)NC1CCCCC1	-9	4	15	5	-1.6	2[fluorescence artefact?]	4	1	0
CC(=O)NC(=S)Nc1ccc(NC(=O)COc2ccc(C(C)C)cc2)cc1	-2	5	9	-5	1.1	1	19	-1	3
CN(C)CCOC(=O)CC12CC3CC(C1)CC(CC(=O)OCCN(C)C)(C3)C2	-14	14	11	8	2.5	1	-1	-4	0
O=C(N/N=C\c1c(O)ccc2ccccc12)c1ccc(Cn2cccn2)o1	6	-47	10	-2	-0.4	2	-33	-4	-3
Cc1cnc(NC(=O)Cc2cccs2)s1	-21	-10	14	8	0.3	2	8	-11	3
CCS(=O)(=O)NCc1csc(C)n1	-28	-3	13	-2	1.5	-3	12	5	-3
COc1cc2c(cc1OC)C(C)N(C(=O)c1c(C)noc1C)CC2 (stereo unspecified)	5	7	5	.	-0.4	5	-12	4	7
CCOC(=O)c1cnc2c(C(=O)OC)cccc2c1NCc1cccnc1	0	1	0	-4	0.5	1	23	-12	0

Assay outcomes: PubChem, several laboratories
